Screens from PubChem BioAssay.
PI4K2A block – blocks human PI4K2A kinase activity. Q9BTU6. purified PI4K2A, ADP-Glo luminescence, 1 h; active compounds read low. activity change, negative = inhibition, % at 76.9 µM. 420,000 compounds, 0.13% hits; in the data active = activity change below about -50%; inconclusive = mostly about -30% to -49%;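 also: -100% = wells without enzyme as full effect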
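Compounds are screened against recombinant PI4K2A using PI as substrate and ATP, the latter dispensed at 300 microM. Reactions run one hour at ambient temperature before ADP-Glo detection; full inhibition defined by wells lacking enzyme.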
Pin1 inhibitor – blocks the human prolyl isomerase Pin1 | Pin1 FP peptide displacement, HiFluor488, 10 min | Potency, µM (series often up to 115 µM), for the others: at the highest dose activity, negative = inhibition, actives largely listed as inhibitors | Q13526 | 390,000 compounds, 0.009% hits; active = well fitted inhibition curve with a large enough effect in the polarisation, with a control signal flat, not every such curve was filed as active; inconclusive = small, poorly fitted or top-dose-only effect, or effect the other way, or a change in a side signal; inactive = no such curve, though single readings can be large or run the other way; the % refers to the polarisation; also: potency is read from the fitted curve at half-maximal effect; % is scaled to controls: 0 for no effect and ±100 for the full control effect
Tb PGK inh – inhibitors of T. brucei phosphoglycerate kinase | AID 602233 | Potency, µM (titrated, usually from 57.5 µM), for the others: at the highest dose activity change, negative = inhibition, hits mostly inhibitors | P07378 | PGK/GAPDH coupled, Kinase-Glo luminescence, 60 min | 380,000 compounds, 0.043% hits; also: potency is read from the fitted curve at half-maximal effect; % is scaled to controls: 0 for no effect and ±100 for the full control effect; nearly all actives have a fitted effect of over 60% in size
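Recombinant glycosomal PGK reaction used 1,3-bisphosphoglycerate generated in-well by GAPDH (100nM final) in 100mM TEA pH 7.6, 5mM MgCl2, 0.01% Tween-20. After 60 minutes at room temperature, ATP was read by Kinase-Glo Plus luminescence end-point.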
TrxR1 substrate – substrates of rat thioredoxin reductase 1; 390,000 compounds, 0.01% hits; AID 588456; Potency, µM (doses to about 114 µM), for the others: top-dose activity change, negative = substrate turnover; purified TrxR1 substrate turnover, NADPH consumption readout; O89049; also: potency is read from the fitted curve at half-maximal effect; % is scaled to controls: 0 for no effect and ±100 for the full control effect; nearly all actives have a fitted effect of over 50% in size
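Rat TrxR1, dispensed at 90 nM, was prereduced with 400 uM NADPH (final) for 5 min at ~22 deg C, then incubated with compound 15 min before 400 uM selenite. A first-read NADPH fluorescence drop versus no-compound background flagged substrates.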
mIDH1 inhibitor – human IDH1 R132H inhibition; O75874; IDH1-R132H enzyme, NADPH consumption, diaphorase/resazurin fluorescence; Potency, µM (doses to about 76.6 µM), without a hit: at the highest dose activity change, negative = inhibition, hits mostly inhibitors; 390,000 compounds, 0.093% hits; also: potency is read from the fitted curve at half-maximal effect; % is scaled to controls: 0 for no effect and ±100 for the full control effect; nearly all actives have a fitted effect of over 65% in size
Target sequence (O75874 whole entry R132H, stated change not applied): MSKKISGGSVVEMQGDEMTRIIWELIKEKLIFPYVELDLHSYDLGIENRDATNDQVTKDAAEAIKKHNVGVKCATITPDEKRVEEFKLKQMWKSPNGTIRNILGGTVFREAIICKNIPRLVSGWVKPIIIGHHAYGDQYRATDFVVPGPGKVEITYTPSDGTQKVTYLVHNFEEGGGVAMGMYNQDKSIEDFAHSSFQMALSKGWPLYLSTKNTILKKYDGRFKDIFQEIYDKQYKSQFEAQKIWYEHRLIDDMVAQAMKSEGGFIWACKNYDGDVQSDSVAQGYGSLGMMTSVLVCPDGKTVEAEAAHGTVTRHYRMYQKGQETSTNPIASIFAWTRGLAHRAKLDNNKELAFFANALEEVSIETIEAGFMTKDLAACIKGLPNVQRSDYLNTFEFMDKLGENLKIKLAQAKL
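IDH1-R132H (0.5 ug/mL dispensed) in pH 7.5 Tris buffer was preincubated 30 min with compound, then given a substrate mix of 0.016 mM NADPH and 2 mM alpha-KG for 80 min at room temperature; remaining NADPH was read by diaphorase/resazurin fluorescence.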
USP1 inh – inhibitors of human USP1/UAF1 deubiquitinase. O94782. recombinant USP1/UAF1, Ub-Rhodamine cleavage fluorescence. Potency, µM (top dose mostly 57.1 µM), for the others: top-dose activity change, negative = inhibition, actives largely listed as inhibitors. 390,000 compounds, 0.23% hits. AID 743255; also: potency is read from the fitted curve at half-maximal effect; % is scaled to controls: 0 for no effect and ±100 for the full control effect; nearly all actives have a fitted effect of over 60% in size; inactives centre near -12
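High-throughput fluorogenic screen: 1nM USP1/UAF1 complex, Ub-Rho substrate 150nM final, 50mM HEPES pH 7.8 with 0.5mM EDTA, 0.1 mg/ml BSA, 1mM TCEP and 0.01% Tween-20.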
TrxR1 inh – rat TrxR1 inhibition; recombinant rTrxR1, NADPH fluorescence consumption, selenite substrate; O89049; AID 588453; 390,000 compounds, 1% hits; Potency, µM (doses to about 114 µM), inactives show top-dose activity change, negative = inhibition, usual class: inhibitors; also: potency is read from the fitted curve at half-maximal effect; % is scaled to controls: 0 for no effect and ±100 for the full control effect; nearly all actives have a fitted effect of over 65% in size
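Rat TrxR1 (90 nM in the dispensed reagent) was pre-reduced with 400 uM NADPH for 5 min at room temperature, then incubated with compound for 15 min. After 400 uM selenite was added, NADPH fluorescence (Ex 340/Em 450 nm) was followed for 8 min.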
HP1b chromo inh – blocks HP1-beta chromodomain binding to methylated histone tails. AlphaScreen HP1-beta / biotin-H3K9me3 peptide binding. 390,000 compounds, 0.56% hits. P83916. Potency, µM (top dose mostly 114 µM), without a hit: top-dose activity change, negative = inhibition, most hits filed as inhibitors; also: potency is read from the fitted curve at half-maximal effect; nearly all actives have a fitted effect of over 70% in size; inactives centre near 23
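AlphaScreen: HP1-beta (50 nM) preformed 30 min with biotin-H3(1-18)K9me3 peptide (50 nM) in PBS pH 7.4, 0.01% Tween-20. Compound added for 30 min at RT, then streptavidin donor/nickel chelate acceptor beads (10 ug/mL) for 30 min.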
GLS inh – inhibitors of human glutaminase (GLS) | O94925 | GLS enzymatic activity, qHTS titration | Potency, µM (top dose mostly 45.5 µM), for the others: at the highest dose activity change, negative = inhibition, hits mostly inhibitors | 410,000 compounds, 0.21% hits | AID 624170; also: potency is read from the fitted curve at half-maximal effect; % is scaled to controls: 0 for no effect and ±100 for the full control effect
Target sequence (O94925 whole entry, looked up): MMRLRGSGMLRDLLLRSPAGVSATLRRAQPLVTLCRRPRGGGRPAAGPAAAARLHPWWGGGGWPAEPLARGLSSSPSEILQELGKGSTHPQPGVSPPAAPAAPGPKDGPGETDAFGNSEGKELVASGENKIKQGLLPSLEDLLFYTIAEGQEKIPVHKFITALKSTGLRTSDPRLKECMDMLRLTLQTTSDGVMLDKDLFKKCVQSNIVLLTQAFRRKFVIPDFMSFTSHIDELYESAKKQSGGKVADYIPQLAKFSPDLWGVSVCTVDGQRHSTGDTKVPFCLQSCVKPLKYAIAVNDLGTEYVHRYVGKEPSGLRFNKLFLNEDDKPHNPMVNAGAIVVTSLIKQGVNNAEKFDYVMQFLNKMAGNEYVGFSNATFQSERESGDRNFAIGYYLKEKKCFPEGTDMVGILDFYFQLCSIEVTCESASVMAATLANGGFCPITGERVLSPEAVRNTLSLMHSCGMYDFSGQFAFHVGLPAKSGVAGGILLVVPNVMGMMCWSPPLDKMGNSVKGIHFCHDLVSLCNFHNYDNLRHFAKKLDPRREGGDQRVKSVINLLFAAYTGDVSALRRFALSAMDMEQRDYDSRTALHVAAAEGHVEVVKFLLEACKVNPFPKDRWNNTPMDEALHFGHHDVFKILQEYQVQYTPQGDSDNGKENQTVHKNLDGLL
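Human kidney-isoform GLS in 45 mM KH2PO4 pH 8.2, 0.02% Tween-20, with compound, started with 1mM L-Glutamine (added stock). Glutamate oxidase/HRP/Amplex red coupled fluorescence read at start and after 30 min at RT.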
Numbers without * were called inactive; i = inactive; u = inconclusive; x = not tested or not shown; [ ] = dose if it differs, or a comment. Unless noted, calls follow the shape of the dose curve; as a rule, active = well fitted curve in the direction sought with a large enough effect; inconclusive = small, poorly fitted or top-dose-only effect, or another doubt; inactive = no such curve, though single readings can be large; an effect the other way counts as inactive or inconclusive. This is a subset. The share of hits here may be higher or lower than overall.

SMILES	PI4K2A block	Pin1 inhibitor	Tb PGK inh	TrxR1 substrate	mIDH1 inhibitor	USP1 inh	TrxR1 inh	HP1b chromo inh	GLS inh
O=C(CCSc1nc(-c2ccco2)cc(C(F)(F)F)n1)NCc1cccs1	0	1%	-4%	1%	5%	-18%	-20%	56%[activator]	-4%
COCCCN1C(=O)C(=O)/C(=C(/O)c2ccc(OC)cc2)C1c1ccc(O)c(OC)c1 (centres undefined)	-15	0%	i	-6%	6%	-22%	3%	18%	-1%
COc1ccc(/C=C/C(=O)Oc2ccc(C)c(C)c2)cc1OC	-11	u	-5%	9%[57.1 µM]	13%	-14%	21%[57.1 µM]	32%	-3%
CCC1CCCCN1Cc1ccc(CNS(=O)(=O)c2ccc3c(c2)oc(=O)n3C)o1 (centres undefined)	-1	u	2%	-7%	11%	-11%	-29%	27%	8%
CCOC(=O)C1CCN(C(=O)COC(=O)CNC(=O)c2sc3ccccc3c2Cl)CC1	-1	7%	-9%	-5%	-7%	-14%	7%	27%	4%
Cc1cccc(Nc2c3c(nc4ccccc24)CCC3)c1	2	0%	-2%	-4%[57.1 µM]	10%	-5%	19%[57.1 µM]	29%	19%
COC(=O)C(=Nc1ccccc1)/C(C(=O)C(=O)N(C)c1ccccc1)=C(\O)c1ccc(Cl)cc1	-22	-4%	-8%	-6%	3%	-19%	u	6%	6%
COc1cc(/C=C/C(=O)OCC(=O)c2ccc3c(c2)NC(=O)CO3)ccc1OC(F)F	2	u	3%	14%	3%	-3%	-1%	-15%[57 µM]	0%
COC(=O)C[N+](C)(C)CC#Cc1ccccc1	-5	-5%	-6%	-9%[11.4 µM]	5%	-6%	-20%	35%	1%
CN(C)Cc1c(C(=O)N/N=C/c2ccoc2)nnn1-c1nonc1N	3	-2%	-2%	-1%	11%	-25%	9%	25%	-8%
Cc1ccc(CNC(=O)c2ccc3c(c2)N(Cc2ccccc2)C(=O)c2ccccc2S3(=O)=O)cc1	-5	2%	x	-1%	x	-28%	21%	39%	-1%
COc1ccccc1N(C)S(=O)(=O)c1ccc(C(=O)OCC(=O)N2CCC2)cc1	2	4%	-6%	-3%	5%	-19%	-10%	76%[activator]	-5%
Cc1ccc2[nH]c(=O)c(CN(CC3CCCO3)C(=S)Nc3ccccc3)cc2c1 (centres undefined)	1	1%	-2%	-4%	-1%	-6%	-2%	19%	12%
CCN(CC)c1ccc(C(=O)N2CCN(Cc3ccccc3)CC2)cc1	1	1%	x	-5%	2%	-8%	-1%	-5%	29%
O=S(=O)(N/N=C\c1ccc(-c2ccccc2Cl)o1)c1ccccc1	-5	17%	-7%	-7%	-5%	-23%	u	u	-5%
CC(C)CC(NC(=O)C(CC(C)C)NC(=O)OC(C)(C)C)C(=O)O (centres undefined)	0	2%	-5%	6%[57.1 µM]	2%	-23%	8%[57.1 µM]	17%	1%
C=CCn1c(SCC(=O)N2CCc3ccccc3C2)nc2sc(C)cc2c1=O	-2	9%	-2%	-2%	u	-17%	9%	9%	6%
Cc1ccc(N2CC(C(=O)NNC(=O)c3ccc(F)cc3)CC2=O)cc1 (centres undefined)	-2	7%	-2%	8%	1%	-20%	31%	77%[activator]	5%
CC1CCCCN1C(=O)c1ccc(Br)o1 (centres undefined)	-1	-9%	-3%	-5%	0%	-11%	-30%	40%[activator]	3%
CCOc1ccc(-c2nnc(NC(=O)COc3ccccc3F)o2)cc1	2	x	-1%	x	-4%	-23%	x	x	0%
COc1ccc(C(=O)NCc2nnc(SCC(=O)Nc3cccc(F)c3)o2)cc1	1	2%	-1%	14%[57.1 µM]	-6%	-16%	21%[57.1 µM]	3%	12%
CCOC(=O)c1ccc2nc(NC(C)=O)sc2c1	-5	u	-2%	-1%[57.1 µM]	1%	-19%	-1%[57.1 µM]	14%	-4%
Cc1cc(C2(c3ccc(O)c(C)c3)OC(=O)c3ccccc32)ccc1O	-3	19%	-11%	-16%	u	-11%	-12%	-25%	-5%
O=C(NCc1ccco1)c1nc2c(nnn2Cc2ccccc2Cl)c(=O)[nH]1	-1	1%	-9%	3%	-3%	-17%	1%	22%	-12%
O=C(CCN=C1NS(=O)(=O)c2ccccc21)OCc1cccc(Cl)c1	4	0%	0%	1%	1%	-5%	14%	12%	-1%
Cc1ccc(OCCN2CCOCC2)cc1C	0	1%	-7%	-8%	10%	-1%	7%[57.1 µM]	38%	-15%
N#Cc1cccc(C(=O)Nc2ccccc2C(=O)NC2CC2)c1	-2	-3%	i	0%[57.1 µM]	-3%	-6%	3%[57.1 µM]	29%	5%
COc1cc(C=O)ccc1OCCSc1ccc(C)cc1	5	0%	-12%	4%	6%	-12%	22%	145%[activator]	21%
COc1ccc(CCn2c(=O)c3cccnc3n(Cc3cccc([N+](=O)[O-])c3)c2=O)cc1OC	-11	-2%	-3%	4%[57.1 µM]	1%	3%	10%[57.1 µM]	-13%	-8%
Cc1ccc(N2CCN(c3cc(C)nc4c(-c5ccc(Cl)cc5)c(C)nn34)CC2C)cc1 (centres undefined)	2	-4%	i	2%[57.1 µM]	-18%	-2%	17%[57.1 µM]	45%[activator]	1%
CC(C)(C)OC(=O)N1CCC(c2c(C(=O)NCc3ccc4c(c3)OCO4)cnn2-c2ccc(F)cc2F)CC1	-2	1%	-1%	1%	8%	-1%	19%	16%	0%
O=C(CSc1nc(=O)n2cc(Cl)ccc2n1)NCCc1ccccc1	7	24%	-10%	1%	0%	-17%	-1%	21%	-11%
O=C(OCC#CCSc1nnc(-c2ccc(Br)cc2)o1)c1cccs1	-5	25%	-6%	13%[57.1 µM]	5%	-8%	25%[57.1 µM]	77%[activator]	-6%
Cc1cc(C)nc(NC(=O)CSc2nc3cc(Cl)ccc3s2)n1	3	-4%	-2%	7%[57.1 µM]	-1%	-12%	18%[57.1 µM]	13%	-21%
Cc1c(C(=O)N(CCO)Cc2ccccc2)oc2c(F)cccc12	0	0%	-6%	4%	8%	-21%	10%	57%[activator]	-4%
COc1cccc(NC(=O)C2CCC(CNS(=O)(=O)c3ccc4c(c3)CCCC(=O)N4)CC2)c1 (centres undefined)	3	5%	-1%	0%[57.1 µM]	-6%	-19%	4%[57.1 µM]	15%	4%
Cc1ccc(C)c(S(=O)(=O)Nc2ccc(C(=O)NCC(c3ccco3)N3CCCCC3)cc2)c1 (centres undefined)	5	-3%	i	-16%	3%	-11%	-15%	18%	-5%
COC(=O)c1cc(N=C(N)N=C(N)N)cc(C(=O)OC)c1	-4	-7%	-10%	1%	-2%	-15%	10%	43%[activator]	-4%
O=C(Nc1ccc2ccccc2c1)c1cnccn1	-4	26%	-4%	0%	4%	-1%	12%	9%	4%
O=C(N/N=C/c1ccccc1)c1n[nH]c2c1CCCC2	-2	2%	-3%	3%[57.1 µM]	-2%	-7%	19%[57.1 µM]	29%	9%
O=C(c1ccccc1)c1ccc(C(=O)N2CCCC(C(F)(F)F)C2)cc1 (centres undefined)	6	-3%	-3%	-6%	7%	-3%	-8%	27%	-3%
Cc1cc(=O)[nH]c(SCc2cccc3cccnc23)n1	-2	-4%	8%	8%[57.1 µM]	3%	-10%	22%[57.1 µM]	13%	-8%
CCOc1ccc(-n2cc(-c3ccc(OC)c(OC)c3)[nH]c2=S)cc1	-5	-8%	-2%	10%	8%	-13%	u	u	-11%
NC(=O)CC(NC(=O)Cc1cccc2ccccc12)c1ccc(N2CCCCCCC2)c([N+](=O)[O-])c1 (centres undefined)	3	-4%	-1%	0%	3%	-17%	1%	14%	-7%
CCOC(=O)/C(C#N)=C/c1cccn1-c1ccc(Cl)cc1	5	-4%	-4%	33%	20%	-17%	24%[57.1 µM]	21%	7%
COC(=O)c1ccc(NC(=O)CCc2c(C)nn(-c3ccc(N4CCCCC4)nn3)c2C)cc1	-6	0%	i	5%[57.1 µM]	11%	4%	23%[57.1 µM]	47%[activator]	4%
CN(Cc1ccccc1)C(=O)c1[nH]cnc1C(=O)Nc1cccc(Cl)c1	-3	1%	i	-3%	-6%	-20%	7%[57.1 µM]	44%[activator]	0%
CCOc1ccc(NC(=O)CCNc2c(N3CCCC3)c(=O)c2=O)cc1	-10	1%	-11%	10%[57.1 µM]	2%	-4%	20%[57.1 µM]	21%	31%[activator]
CN1CCn2cnc(C(=O)Nc3ccc(Cl)cc3)c2C1=O	2	x	-5%	x	4%	-19%	x	x	-1%
CCOc1ccc(Cl)cc1S(=O)(=O)N1CCC(C(=O)N2CCCC2)CC1	2	-6%	i	0%	-4%	-2%	9%	18%	0%
COc1cc2[nH]c(=S)n(NC(=O)c3ccccc3)c(=O)c2cc1OC	1	-10%	-3%	-9%	6%	-3%	-17%	19%	7%
CSC[C@H]1CN(c2ccc(Br)cc2)C(=O)[C@@H]1CC(=O)Nc1ccccc1	-5	x	-5%	x	14%	-20%	x	x	-1%
